DT40 TDP1 no CPT: qHTS for Inhibitors of human tyrosyl-DNA phosphodiesterase 1 (TDP1): qHTS in cells in absence of CPT; DT40 Tdp1-/- hTDP1 cells, no CPT, ATP luminescence, 48 h; actives 15% (n = 420,000); AID 686978, 2013; Potency, µM (highest dose often 46.2 µM), for the others: at the highest dose activity change, negative = growth inhibition, most hits filed as inhibitors; note: nearly all actives have a fitted effect of over 55% in size
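Growth kinetics read by CellTiter-Glo luminescence after ≥48 hr at 37 °C. Cells: DT40 Tdp1-/- stably carrying human TDP1, 400 per well, compound exposure in the absence of CPT (DMSO vehicle).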
TDP1 inh: blocks human tyrosyl-DNA phosphodiesterase 1; Q9NUW8; recombinant TDP1, AlphaScreen DNA substrate cleavage; Potency, µM (titrated, usually from 130 µM), inactives show at the highest dose activity change, negative = inhibition, hits mostly inhibitors; actives 0.28% (n = 350,000); note: nearly all actives have a fitted effect of over 40% in size
Target sequence (Q9NUW8 whole entry, looked up): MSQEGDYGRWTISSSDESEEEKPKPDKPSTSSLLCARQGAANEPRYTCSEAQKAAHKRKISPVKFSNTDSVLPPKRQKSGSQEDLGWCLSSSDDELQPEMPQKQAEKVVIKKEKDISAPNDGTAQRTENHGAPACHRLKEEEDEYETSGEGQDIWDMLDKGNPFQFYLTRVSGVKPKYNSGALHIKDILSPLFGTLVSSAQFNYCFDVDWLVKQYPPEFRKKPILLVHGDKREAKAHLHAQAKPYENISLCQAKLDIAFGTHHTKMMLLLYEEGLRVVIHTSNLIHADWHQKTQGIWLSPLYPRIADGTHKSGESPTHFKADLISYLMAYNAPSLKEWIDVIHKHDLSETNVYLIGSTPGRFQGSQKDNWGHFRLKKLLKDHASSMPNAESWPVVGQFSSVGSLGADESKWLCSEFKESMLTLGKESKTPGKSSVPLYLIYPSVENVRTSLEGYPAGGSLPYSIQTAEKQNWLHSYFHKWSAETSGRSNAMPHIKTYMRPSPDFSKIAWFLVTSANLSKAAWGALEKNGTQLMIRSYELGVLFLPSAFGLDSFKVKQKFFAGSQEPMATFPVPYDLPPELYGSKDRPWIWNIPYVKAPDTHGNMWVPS
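AlphaScreen read-out: signal falls as enzyme removes the 3' tyrosine-FITC from a 5'-biotinylated DNA oligo (15 nM, 5 min, RT). Enzyme was E. coli-made recombinant Tdp1 at 1 nM, exposed to compound for 15 min beforehand; beads 10 ug/ml, 10 min.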
N370S GC: inhibits or activates N370S mutant glucocerebrosidase. P04062. N370S GC spleen homogenate, 4MU-glucoside fluorescence. Potency, µM (series often up to 59.4 µM), inactives show top-dose activity change, negative = inhibition, actives largely listed as inhibitors. actives 0.092% (n = 330,000);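 note: 0% = full enzyme activity and -100% = no enzyme basal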
Active calls of the source: *; u = inconclusive; x = not tested or not shown; & = joins results of further samples; [ ] = dose if it differs, or a comment. Calls come from the whole dose curve; as a rule, active = well fitted curve in the direction sought with a large enough effect; inconclusive = small, poorly fitted or top-dose-only effect, or another doubt; inactive = no such curve, though single readings can be large; an effect the other way counts as inactive or inconclusive. Unless noted, % is set by controls: 0 for no effect and ±100 for the full control effect; potency is the fitted concentration of half-maximal effect.

Second line of a record: DT40 TDP1 no CPT, TDP1 inh, N370S GC
Cc1ccc(CNC(=O)C2CCC(CNS(=O)(=O)c3cccc4cccnc34)CC2)cc1 (stereo not given)
    -13%, 5%, -5%
CNC(=S)Nc1cc(OC)c(NC(=O)c2ccco2)cc1OC
    -9%, 3%, -1%
Cc1onc(NC(=O)CSCC(=O)O)c1Br
    3%, x, 25%
CC(Sc1nc(-c2ccccc2)cc(C(F)(F)F)n1)C(=O)N1CCOCC1 (stereo not given)
    u, -3%, 5%
COCCNC(=O)C(c1ccco1)N(C(=O)Cn1nnc2ccccc21)c1cc(C)ccc1C (stereo not given)
    u, 4%, 2%
CCOc1ccc(C2c3c(oc4ccccc4c3=O)C(=O)N2c2nnc(C)s2)cc1OC (stereo not given)
    3%, 2%, x
COc1ccccc1CNC(=O)CNC(=O)c1ccc(Br)o1
    u, 3%, -19%
CCOc1ccc(C2C(C#N)=C(N)SC(N)=C2C#N)c(OCC)c1
    u, 3%, 2%
C=CCN1CCN(Cc2cnc(Cl)s2)CC1
    -3%, 8%, 6%
Cc1ccc(N(C)S(=O)(=O)c2ccc3c(c2)NC(=O)C(C)S3)cc1 (stereo not given)
    -14%, 0%, -13%
CS(=O)(=O)NN1C(=O)c2ccccc2NC1c1cccc2cccnc12 (stereo not given)
    -4%, 2%, 12%
O=C(Nc1ccc(-c2nc3ccccc3s2)c(O)c1)c1ccc(Br)cc1
    u, 2%[12.3 µM], x
O=C(C=C1SCCS1)/C=C/c1ccco1
    u, x, 5%
COc1ccc(C)cc1NC(=O)C(Sc1nnnn1C)c1ccccc1 (stereo not given)
    -1%, 1%, 10%
O=S(=O)(Nc1ccccc1N1CCCCC1)c1ccc(F)cc1F
    u, 8%, 12%

Sorted by SMILES length (highest first): seven of the compounds above
Second line of a record: DT40 TDP1 no CPT, TDP1 inh, N370S GC
COCCNC(=O)C(c1ccco1)N(C(=O)Cn1nnc2ccccc21)c1cc(C)ccc1C (stereo not given)
    u, 4%, 2%
Cc1ccc(CNC(=O)C2CCC(CNS(=O)(=O)c3cccc4cccnc34)CC2)cc1 (stereo not given)
    -13%, 5%, -5%
CCOc1ccc(C2c3c(oc4ccccc4c3=O)C(=O)N2c2nnc(C)s2)cc1OC (stereo not given)
    3%, 2%, x
Cc1ccc(N(C)S(=O)(=O)c2ccc3c(c2)NC(=O)C(C)S3)cc1 (stereo not given)
    -14%, 0%, -13%
COc1ccccc1CNC(=O)CNC(=O)c1ccc(Br)o1
    u, 3%, -19%
Cc1onc(NC(=O)CSCC(=O)O)c1Br
    3%, x, 25%
C=CCN1CCN(Cc2cnc(Cl)s2)CC1
    -3%, 8%, 6%

Next section
Second line of a record: DT40 TDP1 no CPT, TDP1 inh, N370S GC
COc1ccc(Cn2ccnc2SCC(=O)NC2CCCCC2)cc1
    -22%, 2%, -3%
Cn1cc(S(=O)(=O)c2cccc(Cl)c2)c(=O)c2cc(F)c(N3CCN(c4ccc(F)cc4)CC3)cc21
    -21%, -4%, x
O=C(Cc1ccc([N+](=O)[O-])cc1)N/N=C/c1ccccc1F
    14%, 4%, -1%
COc1cccc(CNC(=O)CCNS(=O)(=O)c2cccc3nsnc23)c1
    -11%&-18%, 2%&6%, -8%
O=C(OCc1cccc([N+](=O)[O-])c1)c1cccnc1Cl
    -5%, x, -6%
CCOC(=O)C1(CCc2ccccc2)CCN(C(=O)C(C)n2cncn2)CC1 (stereo not given)
    -21%, 2%, -5%
Cn1c(=NC(=O)COc2ccccc2)sc2ccccc21
    -38%, -1%, -2%
CC(C)Cn1c(-c2ccco2)nc2c(c(=O)c3ccccc3n2C)c1=O
    x, -1%, 4%
Cn1c(CS(=O)Cc2c(Cl)cccc2Cl)nnc1SCc1c(Cl)cccc1Cl (stereo not given)
    -18%, 3%, 13%
COc1ccccc1CNC(=O)CN1C(=O)NC2(CCCC2)C1=O
    17%, 0%[56.1 µM], x
COC(=O)c1ccc(NC(=S)NC(=O)C2CCC2)cc1
    13%, 3%, 4%
COC(=O)c1ccc(OC(=O)CN2C(=O)c3ccccc3C2=O)cc1
    -5%, x, -5%
Cc1cc(NC(=O)Nc2cccc(C(F)(F)F)c2)no1
    u, 3%, 22%
O=C(Nc1cccc(C(F)(F)F)c1)C1CCCCC1
    u, -1%, 22%
OCCN1CCN(c2ncnc3sc4c(c23)CCCC4)CC1
    u, x, -18%

Second line of a record: DT40 TDP1 no CPT, TDP1 inh, N370S GC
CCCN1CCN(S(=O)(=O)c2cc3c(cc2C)NC(=O)CO3)CC1
    -2%, x, -5%
COc1ccc(NS(=O)(=O)c2cccc(C(=O)NNC(=O)CNC(=O)c3cccc(C)c3)c2)cc1
    16%, 5%, -6%
Cn1nnnc1SCC(=O)Nc1ccccc1[N+](=O)[O-]
    2%, -4%, 10%
COC(=O)C1=C(C)NC(C)=C(C(=O)OC)C1C(=O)OCCN1C(=O)c2ccccc2C1=O
    -26%&-22%, 2%, 9%[2.35 µM]
O=[N+]([O-])c1cccc(S(=O)(=O)Nc2cccc(-c3ccc(N4CCCC4)nn3)c2)c1
    -24%, x, 0%
CC1=C(C(=O)OC2CCCC2)C(c2ccc(C)o2)C2=C(CC(c3cccs3)CC2=O)N1 (stereo not given)
    16µM*, 5%, u
O=c1[nH]c(CO)nc2c1oc1ccccc12
    1%, 4%, -1%
Cc1ccc(CN2CCSc3ccc(C(=O)Nc4ccc(Cl)cc4)cc32)cc1
    u, -6%, x
Cc1noc(C(C)C)c1C(=O)Nc1ccc(-c2nnc3n2CCCCC3)cc1
    2%, -1%, x
Cc1cc(C)cc(NC(=O)N2CCC(N3CCCCC3)CC2)c1
    -10%, -3%, x
CCC(C)(C)NC(=O)CN(Cc1ccc(F)cc1)C(=O)CCC(=O)Nc1ccccn1
    -18%, 13%, 6%
Cc1nn(CC(=O)N(C)Cc2ccccc2)c(=O)c2cccn12
    -2%, 4%, 6%
O=[N+]([O-])c1ccc(/C=C/c2nc3ccc([N+](=O)[O-])cc3[nH]2)cc1
    4.1µM*, -2%, -1%
Cc1ccc(S(=O)(=O)N(C)CC(=O)NCCCn2ccnc2)cc1
    -2%, x, -9%
COc1cccc(-c2nnc(NC(C)=O)o2)c1
    -4%, x, 5%

Second line of a record: DT40 TDP1 no CPT, TDP1 inh, N370S GC
CCOc1ccc(-n2c(-c3ccc(C)cc3)nc3c(cnn3-c3ccccc3)c2=O)cc1
    u, 1%[12.3 µM], x
COc1cccc(NC(=O)CN(C)CC(=O)c2c(C)[nH]c3ccccc23)c1
    u, 1%[56.1 µM], x
C=CCNC(=O)C1CCN(C(=O)c2ccc(-c3ccccc3)cc2)CC1
    16%, 4%, -4%
CC1CC(C)CN(C(=O)/C(=C\c2ccccc2)c2ccccc2)C1 (stereo not given)
    13µM*, -8%, 13%
CCOC(=O)/C(=C\C=C1/Sc2ccccc2N1CC)C(C)=O
    12µM*, 6%, -16%
CCOc1ccccc1O[C@H](c1ccccc1)[C@H]1CNCCO1
    19µM*, x, -8%
COCCN(C(=O)c1cc2c(s1)CCCCC2)c1c(N)n(Cc2ccccc2)c(=O)[nH]c1=O
    -17%, -8%, 1%
COc1ccc(C(=O)C[n+]2cccc3cc(C)ccc32)cc1
    u, 1%, -24%
CSc1cccc(NC(=O)c2nnn(CC(=O)Nc3cc(C)cc(C)c3)c2N)c1
    6.5µM*, 1%, -9%
CC(C)(C)OC(=O)N1CCC[C@H]1C(=O)NCc1ccc(Cl)cc1Cl
    u, -3%, -5%
COc1ccc(CN=C2NC(=O)CC(C(=O)Nc3ccccc3C)S2)cc1 (stereo not given)
    -31%, 5%, 3%
COc1cc(OC)cc(C(=O)N2CCCC(c3nc(-c4ccc(C)o4)no3)C2)c1 (stereo not given)
    u, 9%, 3%
COc1ccc(N2CC(C(=O)OCC(=O)c3ccc(C)cc3)CC2=O)cc1 (stereo not given)
    -26%, -10%, 2%
COc1cc2c(cc1OC)C(C(=O)NCC1COc3ccccc3O1)C(c1cccnc1)N(C)C2=O (stereo not given)
    -1%, 2%, 0%
CC1CN(C(=O)c2cccc(Oc3ccccc3)c2)CC(C)O1 (stereo not given)
    u, 2%, 2%

Second line of a record: DT40 TDP1 no CPT, TDP1 inh, N370S GC
O=C(Nc1cccc([N+](=O)[O-])c1)Nn1cnnc1
    16%, 5%, -12%
CCn1c(SCC(=O)N2CC(C)OC(C)C2)nc2c([nH]c3ccccc32)c1=O (stereo not given)
    u, 0%, -9%
O=C(CCC(=O)N1CCOc2ccccc21)NCc1ccccn1
    0%, x, -5%
CCc1ccc(-c2cc3c(=O)n(CC(=O)NCCCN4CCN(Cc5ccccc5)CC4)nc(C)n3n2)cc1
    16µM*, 3%, 3%
Cc1ccc(S(=O)(=O)c2cc3c(=O)n4ccccc4nc3n(CCc3ccccc3)c2=N)cc1
    16µM*, x, 3%
CC(C)(Oc1ccc(Cl)cc1)C(=O)NC1=NN(c2ccccc2)C(=O)C1
    u, 8%, -1%
Clc1ccc(-n2nnnc2CN2CCOCC2)cc1
    6%, -2%, -22%
COc1ccc(NC(=O)C(C)Sc2nnc(C3CC3)n2C2CC2)cc1 (stereo not given)
    -5%, 0%[56.1 µM], x
CCC(C)N1C(=O)S/C(=C/c2ccc(Sc3nc4ccccc4[nH]3)o2)C1=O (stereo not given)
    11µM*, 2%, u
Cc1cccn2c(=O)nc(SCC(=O)c3ccccc3)nc12
    -20%, x, -22%
CC1CCCN(C(=O)CNS(=O)(=O)c2cccs2)C1 (stereo not given)
    6%, x, -8%
COc1ccc(/C=N/OCc2nc3c4c(ncn3n2)Oc2ccc3ccccc3c2C4c2ccccc2)cc1 (stereo not given)
    -23%, -2%, 10%
COCCN(C(=O)COC(=O)CCOc1ccccc1C)c1c(N)n(Cc2ccccc2)c(=O)[nH]c1=O
    -5%, x, 0%
Cc1cc(C)n(CCCNC(=O)c2ccco2)n1
    1%, 0%, x
Oc1ccc(/C=N/Nc2ccnc3cc(Cl)ccc23)c(O)c1O
    u, 12%, -2%

Second line of a record: DT40 TDP1 no CPT, TDP1 inh, N370S GC
O=C(c1ccc(F)cc1)N1CCN2C(=O)c3ccccc3C12c1ccc(Cl)cc1 (stereo not given)
    u, 3%, -9%
C/C(=N\NC(=O)c1csc(C)c1C)c1ccc(Cl)s1
    23µM*, 5%, -20%
CCc1cccc(C)c1NS(=O)(=O)c1cc(Br)cnc1N
    18µM*, 1%, -3%
COc1ccccc1N1CCN(S(=O)(=O)/C=C/c2ccccc2)CC1
    -20%, 4%, 7%
CCOC(=O)/C=C1\SCC(=O)N1CC(=O)NC(C)c1ccc(F)cc1 (stereo not given)
    1%, 0%, 4%
Cc1cccc(NC(=O)CSc2nc3[nH]ncc3c(=O)[nH]2)c1
    u, 3%, -5%
COc1cccc2cc(C(=O)NC3CC4CCC3C4)oc12 (stereo not given)
    u, x, u
CCCCC(=O)Oc1c(S(=O)(=O)c2ccccc2)c(C)nn1C(C)(C)C
    u, x, 0%
Cc1cc(C)n(Cc2ccccc2F)c(=O)c1C#N
    3%, -5%, 6%
Cc1ccc(Cl)cc1N1CCN(Cc2cc(=O)n3ccsc3n2)CC1
    u, 8%, 8%
Cc1nc(C)n(C(C)CNC(=O)c2ccccc2)n1 (stereo not given)
    -3%, x, 5%
Cc1c(NS(=O)(=O)c2ccc(N3CCCCC3)c([N+](=O)[O-])c2)c(=O)n(-c2ccccc2)n1C
    -3%, 0%, -8%
Cc1ccc2nc(-c3ccncc3)cc(-c3ccccc3)c2c1
    u, 2%, -8%
O=c1[nH][nH]c(=S)n1C1CCCCC1
    -15%, 2%, 5%
COc1ccc(CN(C(=O)c2ccco2)c2ccc(C)cc2)cc1OC
    u, 9%, -2%

Second line of a record: DT40 TDP1 no CPT, TDP1 inh, N370S GC
O=C(CN1C(=O)NC2(CCCC2)C1=O)N1CCN(S(=O)(=O)c2ccccc2)CC1
    -8%, 5%, 1%
CCN(CC)c1cc(C)c2cc(NC(=O)c3ccc(Br)o3)ccc2n1
    u, 9%, -25%
CCN(CC)S(=O)(=O)c1ccc2c(c1)c(=O)c(C(=O)N1CCOCC1)cn2C
    -3%, 0%, 5%
COc1cc(S(=O)(=O)N2CCN(c3ccccn3)CC2)ccc1Br
    -21%, x, -2%
C[C@H](CO)N1C[C@H](C)[C@@H](CN(C)C(=O)Nc2ccc(C(F)(F)F)cc2)Oc2ccc(NS(=O)(=O)c3ccccc3)cc2C1=O
    u, 0%, x
COCCN(C(=O)CNC(=O)c1ccco1)C(C(=O)NC1CCCC1)c1ccc(F)cc1 (stereo not given)
    -8%, 5%[0.0935 µM], -8%
CC1=N/C(=C/c2ccc([N+](=O)[O-])cc2)C(=O)N1c1ccc(Cl)cc1Cl
    26µM*, -10%, -9%
Cc1cc(=O)n(CC(=O)Nc2ccc([N+](=O)[O-])cc2)c(-n2nc(C)cc2C)n1
    21µM*, 5%, x
Cc1cc(C)cc(N(CC(=O)N2CCOCC2)S(=O)(=O)c2ccccc2)c1
    1%, -2%, 4%

Only part of the results is shown; count on the stated rates, not on these rows.
